Screening data from PubChem BioAssay.
IL-2 act: activates IL-2 in a cell-based reporter assay; 360,000 tested, 0.065% active; IL-2 activation reporter assay, cell-based qHTS; stimulated with anti-CD3/CD4/CD28 beads; in transgenic mouse T cells; activation, % (series mostly up to about 46 µM); in the data active = activation above about 50%; inconclusive = mostly about 30% to 49%; note: 0% is about no effect
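Using fluorescent plate cytometry, EGFP and DsRed are detected in transgenic mouse T cells stimulated 18 h at 37 degrees C with antibody-coated beads after 60 min compound pretreatment.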
CCT chaperon mod: changes cytosolic chaperonin activity. purified chaperonin ATPase assay, HTRF ADP detection, 30 min. activity change, % (concentration not given with the values), hits read low. 360,000 tested, 0.3% active. AID 651819; in the data active = activity change below about -30%; note: % is set by controls: 0 for no effect and ±100 for the full control effect
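ATPase activity: ADP formed was measured by HTRF Transcreener (665/615 nm ratio) after 30 min at 37 deg C with 10 uM ATP. Compounds screened at one 76 uM concentration against 40 or 20 nM TRiC in Tris pH 7.4/KCl/MgCl2/DTT buffer.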
EPAC2 ag: agonists of human EPAC2 (RAPGEF4) | Potency, µM (series often up to 154 µM), for inactives: at the highest dose activation, usual class: activators | Q8WZA2 | AID 720711 | EPAC2 activation, biochemical qHTS; response scale: 100% = 6.5 mM cAMP response | 360,000 tested, 0.079% active; note: potency is the fitted concentration of half-maximal effect; nearly all actives have a fitted effect of over 50% in size
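Exchange assay: 100 nM EPAC2 with 250 nM Rap1B-BODIPY-GDP and 50 uM GDP. Fluorescence (ex 480/em 540 nm) read every 5 min for 30 min at room temperature. Data normalized to 6.5 mM cAMP as agonist control.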
EPAC1 antag: blocks human EPAC1 exchange factor. EPAC1 GEF assay, Rap1b-BODIPY-GDP exchange fluorescence. Potency, µM (doses to about 115 µM), for the others: top-dose activity change, negative = inhibition, most hits filed as inhibitors. 360,000 tested, 0.14% active;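 note: potency is the fitted concentration of half-maximal effect; plate controls were vehicle for no effect and positive control for full effect; nearly all actives have a fitted effect of over 50% in size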
PLK1 PBD inh: inhibitors of human PLK1 polo-box domain binding; Plk1 PBD binding of FITC phosphopeptide, fluorescence polarization; Potency, µM, inactives show max response, negative = inhibition, most hits filed as inhibitors; 360,000 tested, 2.8% active; AID 720504; note: potency is the fitted concentration of half-maximal effect; series mostly up to about 57 µM; % is set by controls: 0 for no effect and ±100 for the full control effect; nearly all actives have a fitted effect of over 65% in size
Target sequence (P53350 whole entry, looked up, the tested form may be a part): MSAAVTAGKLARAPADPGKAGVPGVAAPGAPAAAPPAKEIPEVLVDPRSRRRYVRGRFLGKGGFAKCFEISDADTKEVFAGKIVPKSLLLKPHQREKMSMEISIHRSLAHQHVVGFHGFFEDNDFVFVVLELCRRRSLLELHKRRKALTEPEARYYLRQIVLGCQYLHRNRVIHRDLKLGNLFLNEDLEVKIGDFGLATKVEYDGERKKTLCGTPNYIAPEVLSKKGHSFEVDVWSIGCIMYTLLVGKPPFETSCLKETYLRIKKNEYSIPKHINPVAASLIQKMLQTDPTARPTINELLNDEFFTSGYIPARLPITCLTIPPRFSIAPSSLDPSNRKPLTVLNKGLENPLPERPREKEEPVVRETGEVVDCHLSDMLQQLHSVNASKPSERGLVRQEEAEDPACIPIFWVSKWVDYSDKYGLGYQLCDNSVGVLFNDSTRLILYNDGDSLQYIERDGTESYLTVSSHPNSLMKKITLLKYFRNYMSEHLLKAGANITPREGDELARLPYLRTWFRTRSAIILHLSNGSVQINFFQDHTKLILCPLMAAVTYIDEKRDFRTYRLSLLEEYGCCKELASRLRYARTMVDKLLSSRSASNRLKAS
EPAC1 agonist: activates human EPAC1 exchange factor. O95398. EPAC1 agonist qHTS, biochemical assay; response scale: 100% = response to 6.5 mM cAMP. Potency, µM (highest dose often 154 µM), without a hit: at the top dose activation, most hits filed as activators. 360,000 tested, 0.073% active. AID 720707; note: potency is the fitted concentration of half-maximal effect; nearly all actives have a fitted effect of over 60% in size
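Compounds were pinned as a concentration titration into mixtures of EPAC1 (100 nM), BODIPY-GDP-loaded Rap1B (250 nM) and GDP (50 uM). After 5 min at room temperature, fluorescence was followed for 30 min; activity was scaled to 6.5 mM cAMP.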
WRN helicase inh: WRN helicase (human) inhibition; Q14191; WRN helicase unwinding, fluorescent forked duplex, kinetic; Potency, µM (titrated, usually from 114 µM), for inactives: top-dose activity change, negative = inhibition, hits mostly inhibitors; 360,000 tested, 0.46% active; AID 651768; note: potency is the fitted concentration of half-maximal effect; % is set by controls: 0 for no effect and ±100 for the full control effect; nearly all actives have a fitted effect of over 55% in size
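WRN at 20 nM final was preincubated with compound for 15 min at room temperature; reaction started with 100 nM forked duplex oligonucleotide carrying fluorophore and quencher plus 2 mM ATP (final). Unwinding followed kinetically by red fluorescence (ex 525/em 598 nm).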
PI5P4Ka inh: blocks human PI5P4K alpha kinase activity | 330,000 tested, 1.2% active | PI5P4Kalpha enzyme, ADP-Glo luminescence, 60 min; active compounds read low | AID 652105 | max response, % | P48426; active = max response of -50% or lower; inconclusive = between -30% and -50%; inactive = -30% or higher; note: value at the top dose of about 77 µM; % is set by controls: 0 for no effect and ±100 for the full control effect
Target sequence (P48426 whole entry, looked up): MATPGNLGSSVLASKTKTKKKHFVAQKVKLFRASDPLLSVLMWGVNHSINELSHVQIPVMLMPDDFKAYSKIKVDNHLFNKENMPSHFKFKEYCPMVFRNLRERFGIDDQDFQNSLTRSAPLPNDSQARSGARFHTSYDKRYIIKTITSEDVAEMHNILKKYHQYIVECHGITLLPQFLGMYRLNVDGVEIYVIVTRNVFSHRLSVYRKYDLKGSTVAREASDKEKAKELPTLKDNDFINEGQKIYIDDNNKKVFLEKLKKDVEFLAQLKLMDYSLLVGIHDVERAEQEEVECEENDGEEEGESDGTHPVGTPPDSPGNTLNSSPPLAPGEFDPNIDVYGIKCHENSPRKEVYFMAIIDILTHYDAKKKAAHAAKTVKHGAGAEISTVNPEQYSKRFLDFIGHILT
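Compounds were pin-transferred onto PI5P4Kalpha and substrate in HEPES pH 7.4 buffer with EGTA, CHAPS and 5% DMSO. ATP (5 microM final) started the reaction, which ran 60 minutes at room temperature before ADP-Glo detection.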
* marks the source's active call; other numbers are inactive results; ? = inconclusive; nt = not tested or not shown; [ ] = remark or other dose. Unless noted, calls come from the whole dose curve; as a rule, active = well fitted curve in the direction sought with a large enough effect; inconclusive = small, poorly fitted or top-dose-only effect, or another doubt; inactive = no such curve, though single readings can be large; an effect the other way counts as inactive or inconclusive. This is a subset; rates above refer to the full screens.

Below each SMILES – CCT chaperon mod, PLK1 PBD inh, EPAC1 antag, IL-2 act, EPAC1 agonist, PI5P4Ka inh, EPAC2 ag, WRN helicase inh
COc1ccc(NC(=O)CN2CCN(CC(=O)Nc3ccc(OC)c(OC)c3)CC2)cc1
  -3.0, -4%, -12%, -0.3, 7%, 2, -14%, -3%
O=C(COC(=O)C1CCCCC1)Nc1cc([N+](=O)[O-])ccc1F
  -1.8, 1%, 1%, -0.3, 1%, 0, 5%, -1%
O=C(c1ccc2nc(Cc3cccc(Cl)c3)oc2c1)N1CCOCC1
  -5.2, -4%, 5%, -4.1, 5%, -1, 2%, -21%
Cc1cc(C)c(S(=O)(=O)N2CCOC2CNC(=O)C(=O)NCc2ccco2)c(C)c1 (stereo not given)
  1.6, -6%, 7%, 3.2, -9%, -1, 7%, -8%
COc1ccc(C(=O)C2CCCN(S(=O)(=O)C(C)C)C2)c(C)c1 (stereo not given)
  1.2, -8%, 2%, -2.2, -9%, 1, 5%, -1%
N/C(=N\OC(=O)COc1ccccc1)c1ccccn1
  -3.5, -3%, 1%, 0.8, 13%, 5, 11%, 3%
COc1ccccc1OCCNC(=O)C1CCN(C(C)=O)CC1
  -0.9, 8%, 0%, 0.2, 4%, -7, 6%, -5%
CC(C)(C)NC(=O)C(c1ccco1)N(Cc1ccc2c(c1)OCO2)C(=O)c1snc(C(N)=O)c1N (stereo not given)
  -0.6, 6%, -9%, -0.1, -8%, 8, 1%, -6%
CCN(CC)CCN(Cc1cc2cc(C)cc(C)c2[nH]c1=O)C(=S)NCc1ccco1
  2.1, -2%, -4%, 3.6, 4%, 4, 20%, -19%
CSc1ncc(C(=O)O)n1-c1ccc(F)cc1
  -0.2, -6%, -10%, -2.6, 7%, -3, 1%, 10%
COc1nc(Nc2ccccc2)nc(OC)n1
  -1.3, 2%, 12%, -0.7, 2%, 3, 1%, -7%
Cc1n[nH]c(C)c1S(=O)(=O)N1CCN(S(=O)(=O)c2cccc(F)c2)CC1
  -8.3, -5%, -3%, -0.3, 1%, -3, 4%, -34%
Cc1ccc(/C=C2\Oc3c(ccc(O)c3CN3CCN(CCO)CC3)C2=O)cc1
  1.4, -18%, 16%, -0.5, 17%, 6, 4%, -12%[57.1 µM]
COc1ccc(CNC(=O)Cc2ccc(NC(=O)C3=C(C)OCCS3)cc2)cc1
  1.4, -18%, -9%, 0.8, 12%, -51*, 7%, -23%
CCN(CC)c1ccc(NC(=O)C2=CCN(S(=O)(=O)c3ccc(F)cc3)CC2)c(C)c1
  0.2, -11%, 9%, -2.4, -14%, 2, 4%, -1%
COc1ccccc1NC(=O)COc1ccc(C(=O)NCc2ccccc2)cc1OC
  -1.7, 1%, 1%, 0.1, 2%, 1, 2%, -7%
CCOC(=O)c1c(NC(=O)C2CCCO2)sc(C(=O)OC(C)(C)C)c1C (stereo not given)
  -2.3, 6µM*, 10%, 0.1, 2%, -12, -21%, -16%
O=C(COc1ccc2c(c1)oc(=O)c1ccccc12)NC(Cc1ccc(Cl)cc1)C(=O)O (stereo not given)
  -1.5, -9%, -16%, 0.8, -19%, 5, 5%, -3%
CCN(CC)CCOc1ccc(Br)cc1
  -3.6, -6%, 0%, 2.8, 10%, nt, 15%, -4%
COc1ccc(-c2csc(C(C)(O)c3cccnc3)n2)cn1 (stereo not given)
  1.4, -3%, -12%, -0.3, -11%, 3, 8%, -7%
COC(=O)[C@@H]1C[C@@H]2CC[C@@H](O)C[C@@H]2N1Cc1ccc(C(F)(F)F)cc1
  0.0, 5%, -30%, 1.1, -18%, -1, -2%, -6%
Cc1cc(Cn2nc(C(=O)NCc3cccs3)cc2-c2ccccc2)on1
  -1.4, 1%, 15%, 0.3, 3%, -1, 6%, 11%
O=S(=O)(Nc1nccs1)c1ccc(Cl)cc1
  -1.4, -5%, -4%, 1.1, -3%, nt, 4%, 1%
Cc1ccc(S(=O)(=O)NCc2ccc(C(=O)NC3CC3)cc2)cc1
  -2.6, -1%, 9%, -0.4, 6%, 3, -9%, -28%[57.1 µM]
O=C1C2C3C=CC(CC3)C2C(=O)N1c1cccc(Br)c1 (stereo not given)
  -22, -9%, 7%, 1.1, 4%, 2, 28%, 4%
O=C(Nc1ccc2c(c1)CCC2)c1cnccn1
  -0.8, -8%, -14%, -0.7, 0%, nt, 0%, -3%
COc1cccc(OC)c1C(=O)N1CCN(Cc2ccccc2F)CC1
  -3.9, -15%, -9%, -2.2, 5%, 2, 15%, 11%
[O-]/C(=C(\C(=S)Nc1ccc(SC(F)F)cc1)[n+]1cccc(CO)c1)c1ccc(Cl)s1
  -1.5, ?, -4%, 1.8, -5%, -5, 11%, 7%
COc1ccc2nc(SCc3nc(N)nc(Nc4ccccc4)n3)[nH]c2c1
  -2.4, -12%, 9%, 2.1, 2%, -27, 0%, 1%
CC(/C=N/NC(=O)c1cccnc1)=C\c1ccco1
  1.7, -14%, 0%, 0.1, 5%, nt, 10%, -11%

Structures listed so far containing bromine, in the order listed:
Below each SMILES – CCT chaperon mod, PLK1 PBD inh, EPAC1 antag, IL-2 act, EPAC1 agonist, PI5P4Ka inh, EPAC2 ag, WRN helicase inh
CCN(CC)CCOc1ccc(Br)cc1
  -3.6, -6%, 0%, 2.8, 10%, nt, 15%, -4%
O=C1C2C3C=CC(CC3)C2C(=O)N1c1cccc(Br)c1 (stereo not given)
  -22, -9%, 7%, 1.1, 4%, 2, 28%, 4%

(listing goes on)
Below each SMILES – CCT chaperon mod, PLK1 PBD inh, EPAC1 antag, IL-2 act, EPAC1 agonist, PI5P4Ka inh, EPAC2 ag, WRN helicase inh
C[n+]1ccc(CC2C(=[N+]([O-])[O-])C=Nc3ncnn32)cc1 (stereo not given)
  -1.7, -5%, 0%, -2.4, -8%, 1, 3%, 15%
OCC[C@H]1C[C@@H](O)[C@H](O)[C@@]2(CCc3ccccc3CO2)O1
  -1.2, -4%, 3%, 0.7, 4%, 2, 1%, 8%
C[C@H](CO)N1C[C@H](C)[C@@H](CN(C)C(=O)NC2CCCCC2)Oc2ccc(NS(=O)(=O)c3cccs3)cc2C1=O
  -0.2, -14%, 0%, -0.2, -16%, 1, -2%, -5%
CC(C)CCN1C(=O)c2ccc(C(=O)Nc3cc(C(=O)O)cc(C(=O)O)c3)cc2C1=O
  -5.9, -5%, -8%, 1.8, 0%, -6, -3%, -7%
O=[N+]([O-])c1ccc(Oc2c(F)c(F)nc(N3CCCC3)c2F)cc1
  0.9, -6%, -21%, -0.5, -4%, -1, 0%[15.6 µM], -1%
CCN(C(=O)CN1CCN(c2ccccc2F)CC1)c1c(N)n(Cc2ccccc2)c(=O)[nH]c1=O
  -0.1, 0%, -2%, -2.0, 3%, 2, -1%, -4%
O=C(O)CSCC(=O)NCc1cccc(C(F)(F)F)c1
  -1.3, -7%, 2%, 0.4, 1%, -1, 7%, -1%
CC(=O)Nc1ccc(-n2c(C)ccc2C)cc1
  0.0, -2%, 9%, 0.1, 6%, -2, 2%, -2%
COc1ccc(CN2CCCC(C(=O)Nc3cccc(-n4cccn4)c3)C2)cc1 (stereo not given)
  -1.6, -6%, -3%, -0.3, 6%, 18, 5%, -12%
Cc1nn(-c2ccccc2)c(Cl)c1/C=C1\SC(=S)N(C)C1=O
  -1.3, -4%, 1%, -2.1, -6%, -3, 16%, -11%
Cc1ccc(OCc2nnc(SCC(=O)CC(=O)Nc3ccccc3)o2)cc1
  2.6, 2%, 5%, -2.6, 8%, -3, -4%, -12%
CC1=C(C(=O)N(C)C)CC(CC(=O)NC2CC2)C(=O)N1CCC1=CCCCC1 (stereo not given)
  -3.2, -14%, 19%, 0.0, 3%, 1, 14%, -4%
Cc1nc(NC(=S)NC(=O)c2ccco2)sc1C(=O)N(C)C
  2.3, -12%, 1%, -1.4, -5%, -20, -2%, 4%
O=C(c1ccc(S(=O)(=O)NCC2CCCO2)cc1)N1CCc2ccccc21 (stereo not given)
  -2.3, -7%, 9%, 0.4, -3%, 0, 5%, 2%
Cc1csc(N/N=C/c2ccccn2)n1
  0.8, -3%, -4%, -0.7, 6%, -8, 6%, -9%
O=[N+]([O-])c1ccccc1S(=O)(=O)N1CCN(Cc2ccccc2)CC1
  -0.1, -5%, -18%, 0.9, 3%, 0, 16%, -2%
O=C1CN(C(=O)COC(=O)c2ccccc2Br)c2ccccc2N1
  -3.5, -8%, -11%, -3.9, 12%, 2, 6%, -29%
O=C(O)Cn1cnc2c(oc3ccccc32)c1=O
  -0.9, -14%, -6%, 1.3, 5%, -8, 7%, 0%
COCCCNc1ccn2nc(-c3cccc(Cl)c3)cc2n1
  -2.7, -7%, -9%, 1.7, -8%, 11, 5%, -8%
CCC(=O)Nc1cccc(C2=NOC3(C2)C[C@@H](C(N)=O)N(C(=O)CC(c2ccccc2)c2ccccc2)C3)c1 (stereo not given in full)
  0.8, -11%, -5%, -0.5, 0%, 0, 4%, 0%
COc1cc2c(cc1OC)-c1cc(NCc3ccccn3)nc(=O)n1CC2
  -7.2, -20%, ?, 2.4, 1%, -3, -10%, 45µM*
CC(C)NC(=O)C1(O)c2ccccc2NC(=O)N1c1ccc(Cl)c(Cl)c1 (stereo not given)
  -0.3, -3%, 9%, -2.8, 8%, 0, 3%, -7%
O=C(Cc1ccccc1)NNC(=S)NC(=O)c1cccnc1
  2.4, 1%, 7%, -3.9, -9%, -4, 0%, 8%
Nc1scc[n+]1Cc1cccc2cccnc12
  -0.8, 3%, 7%, -2.9, 8%, 0, 7%, -1%
CCOc1ccc(/C=C2\SC(=S)N(NC(=O)c3ccncc3)C2=O)cc1OC
  0.6, 0%, -3%, -0.5, -1%, -12, 11%, ?
O=C(O)C1C2C=CC3(CN(CC(O)COc4ccccc4)C(=O)C13)O2 (stereo not given)
  -3.5, -11%, 12%, 0.4, 21%, 12, 0%, 7%
Cc1ccc2c(c1)c1c3n2CC(=C2C(=O)OC(C)(C)OC2=O)NC3CCC1 (stereo not given)
  -0.4, ?, 10%, -1.9, 18%, nt, -1%, -21%
NC(=O)c1cc(C(=O)Cc2ccccc2)c[nH]1
  -3.5, 7%, -3%, -3.2, -4%, 15, -6%, 6%
CC(C)c1cc(C(=O)OCC(=O)NC2CCS(=O)(=O)C2)c(O)c(C(C)C)c1 (stereo not given)
  -0.3, -9%, -3%, 1.2, 20%, -2, 3%, 5%
CCCc1cc(-c2nc(-c3ccc(Cl)cc3)cs2)ccn1
  0.4, -7%, -16%, 0.4, 15%, 44, 1%, -11%
CCOc1ccc(CCNC(=O)CN2C(=O)COc3ccc(S(=O)(=O)N4CCOCC4)cc32)cc1
  0.9, -17%, -23%, -2.6, -17%, -2, -2%, 7%
